Efflux pump inh = antifungal efflux pump inhibition, Nile Red retention; AID 485275; actives 0.44% (n = 330,000); inhibition, % at 10 µM; S. cerevisiae Candida pump triplex;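 active = plate passing quality check with inhibition over a set limit, or well fluorescence over plate mean plus 4 SD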;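 note: Nile Red retained in pooled yeast measured as flow cytometry median fluorescence; 0% = buffer negative control and 100% = Enniatin B positive control; higher means more Nile Red kept so more efflux inhibition; some compounds called inactive have numbers as strong as hits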
GRK2 aptamer HTS = human GRK2 inhibition via aptamer displacement; actives 0.59% (n = 330,000); bead flow cytometry, FAM-aptamer displacement from GRK2; inhibition of aptamer binding, % at 10 µM; AID 488847;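 active = inhibition of aptamer binding above 40%, roughly 3 SD of noise, on plates passing a quality check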;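 note: median bead fluorescence of bound FAM aptamer so fluorescent compounds give negative values; no value below 0 was filed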
Target sequence (P25098 whole entry, looked up): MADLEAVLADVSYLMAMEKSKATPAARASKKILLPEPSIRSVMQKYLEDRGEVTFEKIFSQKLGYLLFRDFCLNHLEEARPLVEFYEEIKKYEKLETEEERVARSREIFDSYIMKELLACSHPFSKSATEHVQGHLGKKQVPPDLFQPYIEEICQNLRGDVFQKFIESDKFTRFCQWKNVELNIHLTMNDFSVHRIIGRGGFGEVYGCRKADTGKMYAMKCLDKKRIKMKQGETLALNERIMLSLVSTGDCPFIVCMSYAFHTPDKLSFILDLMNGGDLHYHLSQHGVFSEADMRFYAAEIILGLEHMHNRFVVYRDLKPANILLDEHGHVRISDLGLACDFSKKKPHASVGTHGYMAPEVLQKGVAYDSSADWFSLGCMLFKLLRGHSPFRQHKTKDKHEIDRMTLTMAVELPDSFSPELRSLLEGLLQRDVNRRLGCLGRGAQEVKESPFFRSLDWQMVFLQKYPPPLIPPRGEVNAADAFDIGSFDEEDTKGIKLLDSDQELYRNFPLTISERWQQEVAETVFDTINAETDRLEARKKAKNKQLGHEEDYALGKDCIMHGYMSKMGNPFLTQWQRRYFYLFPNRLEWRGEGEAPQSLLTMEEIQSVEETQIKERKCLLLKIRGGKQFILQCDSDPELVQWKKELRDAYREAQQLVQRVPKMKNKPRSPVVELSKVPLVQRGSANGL
Bcl-xL primary = Bcl-xL (human) inhibition | Q07817 | GST-Bcl-xL / FITC-Bim BH3 peptide fluorescence polarization | inhibition, % at 10.9 µM | actives 0.7% (n = 320,000) | AID 2129;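 active = inhibition above the mean of all tested compounds plus 3 SD, cutoff set per campaign, cut at about 30% in these data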;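 note: 0% = DMSO wells and 100% = unlabeled Bim-BH3 peptide competitor; inhibitors lower millipolarization by displacing the labeled peptide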
MCL1 BIM primary = inhibitors of human MCL1 binding to BIM-BH3 peptide; inhibition, % at 10.9 µM; GST-MCL1 / FITC-Bim-BH3 fluorescence polarization; actives 0.68% (n = 320,000); AID 2057;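 active = inhibition above the mean inhibition of all tested compounds plus 3 SD, set per campaign, cut at about 40% in these data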;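 note: 0% = DMSO wells and 100% = unlabeled Bim-BH3 peptide control; higher means more loss of mP so more displacement of Bim peptide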
Target sequence (Q07820 whole entry, looked up): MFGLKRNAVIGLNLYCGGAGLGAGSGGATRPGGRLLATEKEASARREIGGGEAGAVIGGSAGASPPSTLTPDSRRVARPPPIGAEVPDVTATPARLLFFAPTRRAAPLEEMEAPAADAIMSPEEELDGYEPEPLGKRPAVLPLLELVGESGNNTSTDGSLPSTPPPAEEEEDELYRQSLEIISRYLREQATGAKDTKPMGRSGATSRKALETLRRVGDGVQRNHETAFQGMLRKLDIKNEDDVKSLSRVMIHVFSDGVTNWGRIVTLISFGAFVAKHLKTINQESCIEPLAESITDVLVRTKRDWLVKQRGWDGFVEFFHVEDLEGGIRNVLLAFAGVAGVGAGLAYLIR
PME-1 inh = blocks human protein phosphatase methylesterase 1. Q9Y570. recombinant PME-1, FP-Rh probe fluorescence polarization. inhibition, % at 5.9 µM. actives 0.53% (n = 320,000);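 active = inhibition above the campaign mean of all compounds plus 3 SD, cut at about 26% in these data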;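 note: competitive labeling of PME-1 active site by serine hydrolase directed probe; 0% = PME-1 with DMSO and 100% = wells lacking PME-1 enzyme; inhibitors block probe labeling so polarization falls and inhibition rises; many of its hits are not listed in these tables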
Fam108B inh = counter-screen for RBBP9 inhibitors: inhibitors of mouse Fam108B; recombinant Fam108B, FP-Rh probe fluorescence polarization; actives 0.33% (n = 300,000); inhibition, % at 9.51 µM; AID 1947;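 active = inhibition above the screen mean inhibition plus 3 SD, computed separately per campaign, cut at about 18% in these data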;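 note: inhibitors lower polarization as less probe binds the enzyme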
MEX-5 binding = C. elegans MEX-5 TCR-2 RNA binding activity | Q9XUB2 | MEX-5/FITC-TCR2 RNA binding, fluorescence polarization; hits give low values | activity score (negative = inhibition of binding), % at 10 µM | actives 0.38% (n = 300,000) | AID 1832;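 active = inhibition past about -25% in most replicates, and total fluorescence under double the plate's negative control median, limit read from the data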;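 note: 0% = DMSO and -100% = 5 µM competing unlabeled TCR2 RNA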
VLA-4 inh = inhibition in a human VLA-4 binding assay; P13612; VLA-4 expressing cells, ligand binding flow cytometry; inhibition, % (about 7 µM as worked out from the volumes in the protocol); actives 0.2% (n = 330,000); in the data active = inhibition above about 50%
GLD-1 RNA inh = GLD-1-TGE RNA interaction inhibition (C. elegans); actives 0.44% (n = 320,000); AID 2280; purified GLD-1 + fluorescein TGE RNA, fluorescence polarization; inhibition, % at 5.96 µM; Q17339;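 active = percent inhibition above a per-plate cutoff, the plate mean of test compounds plus 3 SD, cut at about 30% in these data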;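 note: 0% = DMSO wells with GLD-1 and probe and 100% = wells lacking GLD-1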
Starred values were filed as active, the others as inactive; i = inactive; / = not tested or not shown; + = active, no number. Not all compounds are listed; count on the stated rates, not on these rows.

Results follow in this order: MCL1 BIM primary, PME-1 inh, GLD-1 RNA inh, Bcl-xL primary, VLA-4 inh, MEX-5 binding, Fam108B inh, GRK2 aptamer HTS, Efflux pump inh
C=CC[n+]1c(/C=C2\C=Cc3cc(C)ccc3N2CC)ccc2ccccc21
→ -21, -34, -93, -4, i, 5.2, -22, 3, 0.1
COc1cc(-c2noc(CCCC(=O)NCc3ccco3)n2)cc(OC)c1OC
→ 5, 0, 10, 7, 46, -0.4, 0, 0, 0.0
O=C(Oc1coc(CSc2nnc(NC(=O)C3CC3)s2)cc1=O)c1ccccc1
→ -5, 2, -2, -1, -6, 0.7, 6, 1, 0.2
CC1CN(C(=O)c2cc3cc(Br)ccc3[nH]2)CC(C)O1 (stereo not given)
→ -2, -4, 5, 2, 0, -0.1, 2, 0, 0.0
Cc1cccc(OCC(=O)N(Cc2ccco2)C2CCS(=O)(=O)C2)c1 (stereo not given)
→ 0, 3, 3, 4, -14, -0.6, -9, 4, -0.1
Cc1ccc(S(=O)(=O)N2CCN(C(=O)Cn3nc(C)c([N+](=O)[O-])c3C)CC2)c(C)c1
→ 4, 14, 2, 3, -8, 1.2, 11, 0, -0.6
COC(=O)c1cn(NC(=O)c2cccc(OC)c2)c(=O)c2ccccc12
→ 8, 1, -3, 11, -2, 1.0, -2, 0, -0.1
c1cnc2ncc3sccc3c2c1
→ 4, 3, -1, 3, 7, -3.0, 0, 3, -0.1
COc1ccc(OC)c(-c2csc(NC(=O)C3c4ccccc4Oc4ccccc43)n2)c1
→ -9, -49, -1, 2, 10, -2.9, -33, 0, 0.0
CC(C)CN1CCN(CC#Cc2ccccc2)CC1CCO (stereo not given)
→ 4, 5, 4, 10, 2, -2.4, -1, 0, -0.1
COc1cc(-c2[nH]ncc2CN(C)Cc2cc(C)[nH]n2)cc(OC)c1OC
→ 3, -3, -5, 5, 25, -0.4, 6, 0, -0.5
CC1CCCC(C)N1/N=C/c1ccccc1F (stereo not given)
→ -5, -2, 3, 4, -10, -1.4, -1, 0, -0.1
COc1ccc(Nc2cc(C)nc(NCc3ccccc3)n2)cc1
→ 1, 4, -7, 4, 10, 3.7, 3, 0, 0.0
CCc1ccc(N2CC(C(=O)Nc3cc(C)ccc3F)CC2=O)cc1 (stereo not given)
→ -2, 1, 2, 7, 13, 1.6, 1, 1, 0.1
Cc1c(NC(=O)C(C)Sc2nc3ccccc3c(=O)n2CCO)c(=O)n(-c2ccccc2)n1C (stereo not given)
→ 8, 4, 6, 5, -4, -0.9, 2, 0, 0.0
O=C(O)c1ccc2c(c1)OCCO2
→ -2, 1, 1, 1, -3, -0.1, -5, 0, 0.2
CCSC1=N/C(=C/c2ccsc2)C(=O)N1c1ccccc1
→ -2, 3, 1, 4, -4, 0.8, -6, 4, 0.0
CCSc1ncc(Cl)c(C(=O)Nc2sc3c(c2C(=O)NCc2cccnc2)CCCC3)n1
→ -1, -7, 8, 0, -19, -7.4, -3, 3, 0.1
O=C(Nc1ccc(F)cc1)C1CCN(c2nnnn2-c2ccccc2)CC1
→ 1, -3, 5, 7, -11, 3.8, 7, 1, -0.2
COc1ccc(C(=O)OCCN2C(=O)c3ccccc3C2=O)cc1
→ 1, -9, 10, 3, 12, 3.0, 2, 1, -0.1
CCC(=O)N1c2ccccc2-c2nnc(SC)nc2OC1c1ccc(N(C)C)cc1 (stereo not given)
→ 4, -1, 4, 1, 9, -2.1, 0, 0, -0.2
C=CCN(C(=O)Nc1ccc(F)cc1)C1CC(=O)N(c2ccc(OC)cc2)C1=O (stereo not given)
→ 4, -6, 4, -1, 4, /, 1, 1, 0.0
N#CC1=C(N)OC2=C(CC/C2=C\c2ccccc2Cl)C1c1ccccc1Cl (stereo not given)
→ -108, -2, -21, -39, 0, -3.1, -11, 1, 0.1
COc1cccc(-c2ccc(=O)n(CC(=O)Nc3cc4c(cc3NC(C)=O)OCCO4)n2)c1
→ -8, 3, 5, 3, 1, 0.4, 1, 2, -0.1
CC(C)C(=O)N1CCN(c2ccc(NC(=O)c3cccs3)cc2Cl)CC1
→ -2, 0, -6, 1, 16, 3.5, 2, 0, 0.0
C=CCNC(=O)c1ccc([N+](=O)[O-])c(Cl)c1
→ -4, -5, 2, 0, -6, /, 8, 0, 0.0
Cc1ccc(C)c(NC(=O)c2ccccc2NC(=O)C2CCCO2)c1 (stereo not given)
→ 5, -6, 0, 6, 6, 0.4, 0, 0, -0.1
Cc1onc(C(=O)/C=C/N(C)C)c1C(=O)Nc1nccs1
→ 2, 2, 7, 6, 4, -0.5, 0, 0, 0.1
Cc1cccc(CCN(CC(=O)NCc2ccc(F)cc2)C(=O)c2csnn2)c1
→ 13, 0, -2, 8, -1, 1.5, 2, 0, 0.1
Cn1cc(Cl)c(-c2nc3ccccc3[nH]2)n1
→ 9, -3, 5, 4, -8, 0.0, 2, 4, -0.1

Ordered by the number under MEX-5 binding (low to high): four from the list above.
SMILES | MEX-5 binding
CC1CN(C(=O)c2cc3cc(Br)ccc3[nH]2)CC(C)O1 (stereo not given) | -0.1
Cc1ccc(C)c(NC(=O)c2ccccc2NC(=O)C2CCCO2)c1 (stereo not given) | 0.4
CCc1ccc(N2CC(C(=O)Nc3cc(C)ccc3F)CC2=O)cc1 (stereo not given) | 1.6
C=CC[n+]1c(/C=C2\C=Cc3cc(C)ccc3N2CC)ccc2ccccc21 | 5.2

Returning to the listing; the four compounds before the break are reprinted first.
Results follow in this order: MCL1 BIM primary, PME-1 inh, GLD-1 RNA inh, Bcl-xL primary, VLA-4 inh, MEX-5 binding, Fam108B inh, GRK2 aptamer HTS, Efflux pump inh
Cc1ccc(C)c(NC(=O)c2ccccc2NC(=O)C2CCCO2)c1 (stereo not given)
→ 5, -6, 0, 6, 6, 0.4, 0, 0, -0.1
Cc1onc(C(=O)/C=C/N(C)C)c1C(=O)Nc1nccs1
→ 2, 2, 7, 6, 4, -0.5, 0, 0, 0.1
Cc1cccc(CCN(CC(=O)NCc2ccc(F)cc2)C(=O)c2csnn2)c1
→ 13, 0, -2, 8, -1, 1.5, 2, 0, 0.1
Cn1cc(Cl)c(-c2nc3ccccc3[nH]2)n1
→ 9, -3, 5, 4, -8, 0.0, 2, 4, -0.1
O=C(COC(=O)c1cc(S(=O)(=O)N2CCOCC2)c(Cl)cc1Cl)c1ccc[nH]1
→ 2, -3, 8, 1, 12, /, /, 0, -0.2
Cc1ccccc1NC(=O)N1CCC(NC(=O)C2CCCCC2)CC1
→ -5, -5, 5, -2, 1, -1.2, -2, 0, 0.1
CCCn1c(SCC(=O)N2CCCC(C)C2)nnc1-c1ccccn1 (stereo not given)
→ 2, -1, -6, 0, 6, 1.0, 0, 1, 0.0
Fc1ccccc1NC(=S)Nc1ccc(CN2CCOCC2)cc1
→ -1, -2, 6, 2, -1, -1.3, -3, 2, -0.1
COc1ccc(OC)c(/C=N/c2oc(-c3ccco3)c(-c3ccco3)c2C#N)c1
→ 2, 8, 12, 8, -86, -4.4, 2, 2, 0.0
CC(C)c1ccc(NC(=S)Nc2cccc3ccccc23)cc1
→ 8, -7, 0, 8, 3, 1.4, -3, 1, 0.2
Cc1ccc(OCC(=O)NNC(=O)C2CCN(c3nc(C)cc(C)n3)CC2)cc1
→ 3, -2, 2, 2, -2, 0.3, -1, 5, -0.1
COc1cccc(NC(=O)Nc2cc(NC(=O)Nc3cccc(OC)c3)c(C)nc2C)c1
→ 3, -9, 3, 3, 18, -0.2, 0, 1, -0.3
Cc1nc(CN(C)C(=O)CC2C(=O)NCCN2Cc2ccc(F)cc2)cs1 (stereo not given)
→ 20, -1, 15, 19, 5, -3.2, 6, 1, 0.1
CC(OC(=O)c1ccc2c(c1)OCCO2)C(=O)c1ccccc1 (stereo not given)
→ 5, -1, -4, 4, -3, -0.2, 4, 0, 0.0
COc1cccc(C(=O)NCCS(=O)(=O)NCc2cccs2)c1
→ 7, 2, 0, -1, 7, 0.2, -2, 0, 0.3
CC/C(C)=C1\SC(N2CCN(c3cccc(C(F)(F)F)c3)CC2)=NC1=O
→ -1, -5, 7, -1, 1, 2.1, 1, 1, 0.0
CC(=O)c1ccc(N2C(=NC(=O)C(C)C)SC3CS(=O)(=O)CC32)cc1 (stereo not given)
→ 2, -6, 11, 0, 24, 2.5, -3, 5, 0.0
CN(Cc1ccccc1)Cc1c[nH]c2ccccc12
→ 6, 3, -1, 3, -2, 0.4, -1, 0, 0.0
Cc1cc(C(=O)Nc2sccc2C(N)=O)c(C)o1
→ /, /, 0, /, 1, /, /, 2, -0.1
Cc1ccccc1Nc1nnc(SCC(=O)c2cc3ccccc3o2)s1
→ -16, -14, -24, 6, -2, -1.0, -1, 0, 0.2
Cc1cc(C)cc(OCCN2CCOCC2)c1
→ 11, -3, 6, 2, 5, 1.1, -1, 0, -0.1
COc1ccccc1NC(=O)c1ccc(C)s1
→ 1, -1, -1, -2, 8, -1.4, -3, 0, 0.0
O=C(CCc1ccccc1)Nc1ccccc1F
→ -3, -6, 1, 5, 6, -2.2, 3, 1, -0.1
Cc1occc1C(=O)NCc1nc(-c2ccc(Cl)cc2)no1
→ -4, -2, -9, 1, -1, 0.4, 0, 0, -0.1
Cc1ccc(C)c(C(=O)n2cnnc2N)c1
→ -1, 12, 4, 0, -3, /, -3, 0, -0.1
CCOC(=O)Cc1csc(NS(=O)(=O)c2ccc(OC)cc2)n1
→ -3, 3, -4, 4, 8, 0.2, 5, 0, 0.2
CS(=O)(=O)N(CCc1ccccc1)CC(=O)Nc1ccc(Br)cc1F
→ -4, -2, 2, -1, 13, 1.1, 0, 0, 0.5
CS(=O)(=O)N(CCc1ccccc1)CC(=O)NCc1ccncc1
→ -3, 1, 5, -2, -4, 1.2, 1, 3, 0.1
COc1ccc(OC)c(NC(=O)Nc2cccc(Cn3cccn3)c2)c1
→ 0, 14, 3, 4, 10, -1.3, 5, 0, 0.0
C/C(Cl)=C\Cn1c(=O)c2c(nc3n2CCS3)n(C)c1=O
→ 6, 3, 10, 7, -1, -0.9, 0, 0, -0.1
COc1ccc(NC(=O)CNC(=O)c2ccco2)cc1
→ 0, 1, 2, -1, -5, 0.1, 2, 2, 0.0
CC1=Nc2ccccc2/C1=C\c1nc(-c2ccc(F)cc2)oc1O
→ +, -11, 172*, +, -118, -36*, 10, 0, 0.0
CCn1nnc(NC(=O)c2ccc(C(C)(C)C)cc2)n1
→ 0, -6, -1, -4, 5, 1.2, -4, 0, 0.1
Cc1c(C(=O)N2CCOCC2)c(S(=O)(=O)Nc2cccc(F)c2)c(C)n1C
→ 2, -1, 10, 2, 30, 0.1, 2, 3, -0.1

Bcl-xL primary: entries above that show a hit
compound	MCL1 BIM primary	PME-1 inh	GLD-1 RNA inh	Bcl-xL primary	VLA-4 inh	MEX-5 binding	GRK2 aptamer HTS	Efflux pump inh
CC1=Nc2ccccc2/C1=C\c1nc(-c2ccc(F)cc2)oc1O	+	-11	172*	+	-118	-36*	0	0.0

Assay outcomes as filed in PubChem.
